# Thrombin inh = blocks human thrombin protease activity; alpha-thrombin, Boc-VPR-AMC fluorogenic substrate cleavage; inhibition, % at 5 µM; 220,000 tested, 0.26% active;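 active means inhibition at or above 40%; inactive means inhibition below 40%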;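 further: 0% = enzyme with no compound and 100% = wells without enzyme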
#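 Assay system: human alpha-thrombin enzyme. Reagent: Boc-VPR-AMC substrate, 15 µM final. Compound dosing: one concentration per compound, 5 µM, with 0.2% DMSO. Incubation: room-temperature reaction. Technique: AMC fluorescence, 355/460 nm. Measure: % inhibition relative to enzyme controls and enzyme-free blanks.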
# PERK inhibitor = blocks human PERK kinase; Q9NZJ5; CHO PERK-DD fusion, SEAP luminescence translation reporter; inhibition, % at 5.6 µM; 220,000 tested, 0.17% active;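 active means inhibition above the mean inhibition of all tested compounds plus 3 SD, set separately per screening campaign, cut at about 2.9% in these data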;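 further: PERK kinase domain activated by AP20187 dimerizer at 100 nM; 0% = DMSO with dimerizer and 100% = rapamycin at 8.4 µM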
# KCC2 mod = modulates chloride dependent transport by human KCC2 | KCC2 cells, thallium flux FluoZin-2 fluorescence | B-score of Tl+ flux slope (higher = more flux/activation; lower = inhibition) at 10 µM | 190,000 tested, 2.2% active | AID 1456;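 active means thallium flux slope and its plate-corrected score both differing from the plate sample mean at a set confidence after two filtering rounds, in either direction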;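 further: slope of fluorescence scaled to starting intensity during 10 to 20 s after thallium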
# FXIa inh 1536 = blocks human coagulation factor XIa protease activity | P03951 | purified FXIa, Boc-Glu-Ala-Arg-AMC fluorogenic substrate | inhibition, % at 5 µM | 220,000 tested, 0.14% active | AID 798;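 active means inhibition of at least 40%; inactive means inhibition below 40%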;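 further: fluorescence of freed AMC excited at 355 nm; 0% = enzyme without compound and 100% = no enzyme blank; many of its hits are not listed in these tables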
# Furin inh = human furin inhibition | inhibition, % at 30 µM | 220,000 tested, 0.061% active | P09958 | purified furin, fluorogenic substrate cleavage; in the data active means inhibition above about 25%; further: inactives centre near -15
# Target sequence (P09958 108-714 limits assumed): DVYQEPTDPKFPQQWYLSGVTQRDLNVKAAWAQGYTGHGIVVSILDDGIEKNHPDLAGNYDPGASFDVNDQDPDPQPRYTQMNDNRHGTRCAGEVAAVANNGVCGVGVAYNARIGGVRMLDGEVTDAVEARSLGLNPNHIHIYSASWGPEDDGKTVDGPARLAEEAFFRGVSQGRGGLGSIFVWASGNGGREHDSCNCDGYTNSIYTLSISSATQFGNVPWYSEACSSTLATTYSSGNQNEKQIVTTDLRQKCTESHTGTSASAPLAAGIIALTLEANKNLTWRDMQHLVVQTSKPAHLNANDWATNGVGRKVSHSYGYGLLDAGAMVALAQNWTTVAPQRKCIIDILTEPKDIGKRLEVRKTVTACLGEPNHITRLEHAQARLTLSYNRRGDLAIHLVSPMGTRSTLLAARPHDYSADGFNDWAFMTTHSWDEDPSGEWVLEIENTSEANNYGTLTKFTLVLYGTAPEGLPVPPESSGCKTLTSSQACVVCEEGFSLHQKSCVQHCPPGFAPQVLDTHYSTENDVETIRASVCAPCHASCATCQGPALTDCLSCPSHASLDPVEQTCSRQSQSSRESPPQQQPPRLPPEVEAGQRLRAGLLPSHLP
# p97 inhibitor = inhibitors of human p97 ATPase; 220,000 tested, 0.42% active; P55072; recombinant p97 ATPase, Kinase-Glo ATP luminescence, 3 h; inhibition, % at 8 µM; in the data active means inhibition above about 15%;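 further: 0% = DMSO vehicle and 100% = wells lacking enzyme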
# FXIIa inh = blocks human coagulation factor XIIa protease activity; purified FXIIa, Boc-QGR-AMC fluorogenic substrate, 2 h; inhibition, % at 5 µM; 220,000 tested, 0.3% active; AID 800; in the data active means inhibition above about 40%;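 further: 0% = enzyme with no compound and 100% = blank without enzyme; many of its hits are not listed in these tables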
# KLK5 inh = inhibitors of human kallikrein 5; recombinant hK5, fluorogenic AMC substrate cleavage; 210,000 tested, 0.59% active; Q9Y337; inhibition, % at 5 µM;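 active means inhibition of 40% or more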;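 further: 0% = enzyme controls without compound and 100% = no-enzyme blanks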
# Target sequence (Q9Y337 67-293 limits assumed): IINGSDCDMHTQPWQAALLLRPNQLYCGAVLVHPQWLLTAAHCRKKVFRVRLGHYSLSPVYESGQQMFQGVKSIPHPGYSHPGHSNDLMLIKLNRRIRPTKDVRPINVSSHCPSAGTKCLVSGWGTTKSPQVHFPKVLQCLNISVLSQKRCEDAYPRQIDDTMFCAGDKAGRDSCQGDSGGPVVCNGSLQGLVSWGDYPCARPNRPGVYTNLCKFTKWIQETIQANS
# Wee1 stabilizer = blocks degradation of human Wee1 kinase. P30291. HeLa Luc-Wee1K328M stability, luciferase luminescence; 100% = proteasome inhibitor MG132 effect. reporter increase, % at 5 µM. 220,000 tested, 1.2% active. AID 1321;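 active means activation above the mean of all tested compounds plus 3 SD, set per screening run, cut at about 8.8% in these data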;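 further: cells exposed to compound for 20 h before luminescence read; 0% = DMSO alone and 100% = MG132 at 30 µM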
# The depositor's hits bear a star; x = not tested or not shown; [ ] = remark or other dose.
1: COCCNC(=O)c1cc2nc(-c3ccccc3)cc(C)n2n1
2: COc1ccc(NC(=O)CCSCCC(=O)Nc2ccc(OC)cc2OC)c(OC)c1
3: CC(=O)Nc1cccc(/C(C)=N/NC(=O)c2ccc(O)cc2)c1
4: Clc1ncnc2scc(-c3ccccc3)c12
5: CCn1c(CC(=O)Nc2ccc(C)cc2)nnc1SCC(=O)NCCc1ccccc1
6: COc1ccc(N2CCCCn3c2nc2c3c(=O)n(C)c(=O)n2C)cc1
7: COC(=O)c1ccc(C(=O)OC)c(NC(=S)N2CCCC(C)C2)c1 (stereo not drawn)
8: CCOC(=O)/C(C#N)=C1/C=CN(C)C=N1
assay / compound | 1 | 2 | 3 | 4 | 5 | 6 | 7 | 8
Thrombin inh | -3 | -7 | 2 | -1 | 5 | -3 | 2 | -5
PERK inhibitor | 0.1 | -1.1 | 0.2 | -0.5 | 1.1 | -1.1 | 0.3 | 1.2
KCC2 mod | -0.15 | 0.3 | 0.13 | 0.5 | -1.7 | 0.42 | 0.85 | 0.15
FXIa inh 1536 | 1 | -5 | 1 | 4 | 4 | 3 | 21 | -10
Furin inh | -14 | -13 | -33 | -10[20 µM] | -24[20 µM] | -18 | -22 | 17
p97 inhibitor | -1 | 1 | 5 | 1 | -3 | -3 | 1 | 3
FXIIa inh | 10 | -4 | 14 | 12 | 20 | 10 | 13 | 8
KLK5 inh | 4 | -3 | 16 | 7 | -18 | -4 | -5 | 2
Wee1 stabilizer | 7 | -1 | 10* | -3 | -3 | -3 | -1 | 0

9: CCSc1nc2ccccc2n1Cc1ccccc1F
10: Cc1ccc(NC(=O)CCC(=O)NCCO)cc1
11: COc1ccc(-c2[nH]ncc2CN2CCC(c3ccncc3)CC2)cc1F
12: CC1CCCN(C(=O)c2cccc(S(=O)(=O)Nc3cc(C(F)(F)F)ccc3Cl)c2)C1 (stereo not drawn)
13: CCN(C(=O)c1cc2cccc(OC)c2oc1=O)c1ccccc1
14: O=C(NC1(C(=O)NC2CCCCC2)CCCCC1)c1ccc2c(c1)OCO2
15: CSc1nsc(N/N=C/c2ccc3c(c2)OCO3)c1C#N
16: O=C(c1ccc(Cl)cc1[N+](=O)[O-])N1CCc2ccccc2C1
assay / compound | 9 | 10 | 11 | 12 | 13 | 14 | 15 | 16
Thrombin inh | -2 | -2 | 2 | 4 | 6 | 0 | -17 | -17
PERK inhibitor | 1.3 | 0.4 | -1.3 | 0.5 | 0.4 | 0.0 | -0.2 | -0.4
KCC2 mod | -1.7 | 2.3 | 0.82 | -3.7* | 0.3 | 0.6 | 8.2* | x
FXIa inh 1536 | 1 | 6 | 1 | 29 | 23 | -3 | 0 | -5
Furin inh | -17[20 µM] | -11[20 µM] | -20 | -5 | -27[20 µM] | -24[20 µM] | -12 | -15
p97 inhibitor | -7 | 4 | 5 | -4 | 0 | 1 | -5 | -8
FXIIa inh | 12 | 8 | 8 | 24 | 31 | 5 | -3 | 3
KLK5 inh | -7 | -12 | 1 | 0 | -7 | -1 | 0 | -1
Wee1 stabilizer | -2 | -2 | 0 | 0 | 1 | 2 | 7 | 0

17: COc1ccc(N(C(=O)Cn2nnc3ccccc32)C(C(=O)NCc2ccco2)c2ccc(C)o2)cc1 (stereo not drawn)
18: O=C(NC1CCCCC1)Sc1ccc(Cl)cc1
19: Cc1cccc(-n2cc(CN3CCCN(C=O)CC3)c(-c3cccc(F)c3)n2)c1
20: Cc1nc(NC(=O)c2ccccc2)sc1-c1csc(Nc2ccc(Cl)cc2Cl)n1
21: COc1ccc(NC(=O)COC(=O)Cc2c(F)cccc2Cl)cc1
22: COc1ccccc1NC(=O)N1CCN(c2cccc(C(F)(F)F)c2)CC1
23: CCC(C)c1ccc(S(=O)(=O)N2CCN(C(C)CC(=O)O)CC2)cc1 (stereo not drawn)
24: COc1ccc(/C=N/NC(=O)c2cc(C34CC5CC(CC(C5)C3)C4)[nH]n2)cc1O
assay / compound | 17 | 18 | 19 | 20 | 21 | 22 | 23 | 24
Thrombin inh | 3 | 0 | -8 | 2 | -22 | 6 | 0 | -1
PERK inhibitor | -0.9 | 0.8 | -0.1 | -0.7 | 0.0 | -0.4 | -0.2 | -0.4
KCC2 mod | -0.45 | x | -1.2 | 0.72 | 0.85 | 0.35 | 0.2 | x
FXIa inh 1536 | -5 | 9 | -3 | 5 | -12 | -5 | 3 | -3
Furin inh | -13 | -10 | -11 | 8[20 µM] | -19 | -25[20 µM] | -8 | -18[20 µM]
p97 inhibitor | -4 | -4 | -7 | -3 | -5 | -5 | -4 | 3
FXIIa inh | 14 | 7 | -1 | 11 | 2 | -3 | 7 | 9
KLK5 inh | -9 | 2 | x | -23 | -7 | -20 | 9 | 6
Wee1 stabilizer | 0 | -1 | 1 | -2 | -2 | -1 | -1 | 1

25: Cc1c(=O)n(OCc2ccccc2F)c2ccccc2[n+]1[O-]
26: COc1ccc(NC(=O)CSc2nc(N3CCCCC3)nc(N3CCCCC3)n2)cc1
27: Cc1ccc2nc3n(c(=O)c2c1)CCC3
28: Cc1ccc(C(=O)Oc2ccccc2N2C(=O)C3CCCCC3C2=O)cc1 (stereo not drawn)
29: Cc1ccc(S(=O)(=O)N2CCN(C(=O)COC(=O)c3cc(C)oc3C)CC2)cc1
30: COCc1cc(=O)n2[nH]c(-c3ccco3)cc2n1
31: CN(C)C1(CNC(=S)Nc2ccccc2C(F)(F)F)CCCCC1
32: O=C(Nc1ccc(N2CCCCC2)cc1)c1ccccc1
assay / compound | 25 | 26 | 27 | 28 | 29 | 30 | 31 | 32
Thrombin inh | -8 | -3 | -2 | -2 | -6 | -11 | 1 | 5
PERK inhibitor | 1.2 | 1.5 | 0.8 | -0.6 | 0.0 | 1.8 | 1.4 | 0.4
KCC2 mod | x | x | 1.2 | x | 0.66 | 0.66 | 0.45 | x
FXIa inh 1536 | -11 | 5 | 2 | 4 | -4 | -1 | 3 | -6
Furin inh | -16[20 µM] | 6[20 µM] | -13 | -20 | -37 | -9 | -22 | -19
p97 inhibitor | 2 | 7 | 5 | 2 | -2 | 6 | 0 | -11
FXIIa inh | -12 | 9 | 13 | 8 | 9 | 0 | 13 | 12
KLK5 inh | -14 | -6 | 6 | 4 | -9 | -10 | x | -29
Wee1 stabilizer | -1 | -2 | 13* | 0 | 0 | 0 | -1 | 0

33: CCN(CC)C(=O)CSc1nnc(CNc2ccc(F)cc2)n1Cc1ccco1
34: CC1CCCC(C)N1C(=O)CSc1nnc(-c2c[nH]c3ccccc23)o1 (stereo not drawn)
35: COC(=O)c1cccc(Nc2ccc([N+](=O)[O-])cn2)c1
36: COc1ccc(NC(=O)CCCN(C)S(=O)(=O)c2ccc(C)cc2)cc1
37: CCOC(=O)c1cc(NC(=O)CSCCO)ccc1Cl
38: CCOC(=O)C1CCCN(C(=O)CCn2nc(-c3ccccc3)ccc2=O)C1 (stereo not drawn)
39: Cc1ccc(-c2nc(N)s[n+]2-c2ccccc2)cc1
40: COc1ccc(-c2noc(COc3ccc(Cl)c(C)c3)n2)cc1
assay / compound | 33 | 34 | 35 | 36 | 37 | 38 | 39 | 40
Thrombin inh | -7 | 2 | -8 | 2 | -4 | -1 | -4 | -4
PERK inhibitor | -0.9 | -2.0 | 0.6 | -0.2 | 0.3 | -0.9 | -0.3 | 0.5
KCC2 mod | 0.057 | x | 0.75 | 0.59 | -1.9 | x | -4.8 | -1.7
FXIa inh 1536 | -3 | 4 | -4 | 6 | 8 | -2 | 16 | -5
Furin inh | -3[20 µM] | -24 | -14 | -26 | -25[20 µM] | -23 | 5 | -19
p97 inhibitor | -1 | -4 | -2 | 1 | 0 | -6 | -2 | -1
FXIIa inh | 6 | 8 | 9 | 6 | 12 | 9 | 9 | 5
KLK5 inh | -13 | 3 | -2 | 1 | -22 | 0 | -13 | 0
Wee1 stabilizer | -1 | -1 | 5 | 3 | -1 | 2 | -1 | -2

41: O=c1cc(N2CCCCC2)c(-c2ccccc2)nn1Cc1ccccc1Cl
42: N#C/C(=C\c1ccc(OCc2ccccc2)cc1)C(N)=O
43: O=C(COC(=O)c1ccc(O)cc1)Nc1ccc(Cl)cc1
44: COC(=O)C1C(=O)C2=C(CC1C)NC(C)=C(C(=O)OC(C)C)C2c1ccc(OC)c(O)c1 (stereo not drawn)
45: Cc1cc(NC(=O)c2sccc2C)n(-c2cccc(Cl)c2)n1
46: CC(NC(=O)Cn1nc(-c2ccccc2)ccc1=O)c1ccccc1 (stereo not drawn)
47: Cc1nc2ccccc2n2c(-c3ccccc3)c3c(=O)n(C)c(=O)n(C)c3c12
48: CCOc1ccc(N2C(=O)CC(N3CCC(O)(c4ccc(Br)cc4)CC3)C2=O)cc1 (stereo not drawn)
assay / compound | 41 | 42 | 43 | 44 | 45 | 46 | 47 | 48
Thrombin inh | 5 | -4 | 0 | -2 | 0 | -12 | 2 | 0
PERK inhibitor | 0.4 | 0.0 | 0.5 | -0.6 | -0.7 | 1.0 | -0.2 | -0.1
KCC2 mod | -0.83 | -0.7 | -0.11 | 0.015 | -0.21 | -2.8 | -1.7 | x
FXIa inh 1536 | 10 | 3 | 3 | 0 | -3 | -5 | 5 | -12
Furin inh | -5[20 µM] | -14 | -22 | -5 | -2 | -23 | -9[20 µM] | -18[20 µM]
p97 inhibitor | -4 | 1 | -2 | 4 | -2 | 8 | 1 | 3
FXIIa inh | 14 | 4 | x | 15 | 13 | 0 | 20 | 8
KLK5 inh | -3 | 2 | 5 | 3 | -13 | -3 | 6 | -20
Wee1 stabilizer | -1 | 3 | -2 | 1 | 2 | 1 | -1 | -2

49: O=C(O)c1[nH]c2ccc([N+](=O)[O-])cc2c1-c1ccccc1
50: N/C(=N\c1nc2ccccc2o1)NC(=O)c1ccccc1NC(=O)c1ccccc1
51: Cn1c(SCC(=O)c2ccccc2)nnc1-c1ccc(O)cc1
52: CCC1(C)Cc2ccccc2-c2c1c(=O)n(Cc1ccccc1)c1nnnn21 (stereo not drawn)
53: O=S(=O)(c1ccc2nc(Cc3ccccc3)[nH]c2c1)N1CCOCC1
54: O=C(NC1(C(F)(F)F)N=C2SCCN2C1=O)C1CCCCC1 (stereo not drawn)
55: CC(Oc1cccc(Cl)c1)C(=O)Nc1ccncc1 (stereo not drawn)
56: CCN1CCN(Cc2ccccc2NC(=O)Nc2ccc(C)cc2)CC1
57: CC(C)OP(=O)(OC(C)C)C(Nc1ccccc1)c1cccnc1 (stereo not drawn)
assay / compound | 49 | 50 | 51 | 52 | 53 | 54 | 55 | 56 | 57
Thrombin inh | -4 | 52* | 1 | -9 | 7 | -2 | -7 | -4 | -7
PERK inhibitor | 1.5 | 0.1 | -0.5 | 0.8 | -0.5 | 0.3 | 0.4 | -1.3 | 0.1
KCC2 mod | -0.92 | -0.41 | x | 0.075 | -0.25 | 0.85 | -0.13 | 1.3 | -0.11
FXIa inh 1536 | 0 | 2 | 5 | -7 | 15 | -6 | 9 | -5 | -2
Furin inh | 0 | -12[20 µM] | -33[20 µM] | -20[20 µM] | 0 | -20[20 µM] | -26 | -10[20 µM] | -21
p97 inhibitor | 9 | 2 | 2 | 2 | -7 | 0 | 2 | 1 | -4
FXIIa inh | 4 | 7 | -4 | -7 | 16 | 6 | 8 | 7 | 7
KLK5 inh | 3 | 31 | -12 | 4 | 5 | -2 | 2 | -20 | 0
Wee1 stabilizer | 4 | 4 | -2 | -1 | 1 | -1 | -4 | 0 | 4
